KCNQ1 act: potentiators or activators of KCNQ1 channel, primary screen, cell-based, thallium flux, high-throughput | Potassium voltage-gated channel subfamily KQT member 1 (Homo sapiens), P51787 | CHO-K1 KCNQ1, thallium flux FluxOR fluorescence; hits give high values | B-score at 10 µM | actives 0.35% (n = 310,000) | AID 2648, 2010;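 active = fluorescence ratio B-score, a plate-corrected score, at least three library SD, with initial intensity B-score within 5 SD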
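System: CHO-K1 cells stably expressing KCNQ1 / Medium: assay buffer for compound exposure, DMSO matched across wells / Reagent: thallium- and potassium-containing depolarizing buffer / Compound: one concentration, matched DMSO / Incubation: 20 min compound pretreatment at room temperature / Measured by: kinetic FluxOR fluorescence, 10 s baseline plus 110 s post-stimulus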
PolyA inh: polyadenylation inhibitors in yeast reporter cells, primary screen, luminescence, S. cerevisiae | S. cerevisiae SKY197-pL101 polyadenylation reporter, beta-gal luminescence; efflux-impaired pdr1/pdr3 knockout yeast; score 100 = 6 SD above DMSO | AID 1875, 2009 | calls only at 12 µM | actives 0.02% (n = 300,000);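 active = lowest replicate activity score at least 50, where 100 means six control SD above control mean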;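 note: yeast exposed to compound for 9 h at 30 °C; higher score means more reporter readthrough which indicates perturbed polyadenylation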
GSK3B inh: human GSK3beta kinase inhibitors, primary screen, biochemical, cell-free homogeneous, HTS; Glycogen synthase kinase-3 beta (Homo sapiens), P49841; GST-GSK3beta kinase, ADP-Glo luminescence, 60 min; hits give low values; activity score (negative = inhibition), % at 10 µM; actives 0.038% (n = 300,000); AID 2097, 2009;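 active = more than half of replicate wells score below -50%, meaning over 50% inhibition versus plate controls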;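 note: 0% = median DMSO wells and -100% = median GW8510 positive control wells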
Target sequence (P49841 whole entry, looked up): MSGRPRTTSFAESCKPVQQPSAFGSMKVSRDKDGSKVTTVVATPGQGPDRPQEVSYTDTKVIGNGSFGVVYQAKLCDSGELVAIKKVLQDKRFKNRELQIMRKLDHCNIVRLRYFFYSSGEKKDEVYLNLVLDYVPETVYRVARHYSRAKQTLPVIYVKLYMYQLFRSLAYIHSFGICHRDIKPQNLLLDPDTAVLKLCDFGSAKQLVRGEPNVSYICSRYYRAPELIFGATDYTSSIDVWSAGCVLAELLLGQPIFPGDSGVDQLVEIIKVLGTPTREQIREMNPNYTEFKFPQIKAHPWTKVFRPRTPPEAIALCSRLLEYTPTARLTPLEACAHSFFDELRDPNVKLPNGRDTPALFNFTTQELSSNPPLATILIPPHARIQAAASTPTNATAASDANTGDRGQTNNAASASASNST
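test system = GST-tagged human GSK3beta kinase, cell-free | reagent = 25 µM ATP with peptide substrate | dosing = one dose of 10 µM per compound | schedule = 60 min reaction, RT | detection = luminescent ADP-Glo measurement of ADP formed | control set = DMSO neutral wells and GW8510 at 20 µM as positive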
RGS4 block: RGS4 inhibitors, primary screen, cell-based, HEK293 M3R inducible RGS4, calcium flux; B-score at 10 µM; Regulator of G-protein signaling 4 (Homo sapiens), P49798; Fluo-4 calcium flux; hits give high values; triggered by carbachol at its EC20; actives 0.45% (n = 310,000); AID 463165, 2010;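 active = B-score, a plate-corrected calcium signal, over three deviations above library mean, with baseline fluorescence within five deviations of library mean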;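 note: RGS4 expression induced by doxycycline in cells with stable M3 receptor; B-score is computed from the integrated fluorescence ratio over baseline after carbachol; higher B-score means a larger calcium signal and so more RGS4 inhibition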
Target sequence (P49798 whole entry, looked up): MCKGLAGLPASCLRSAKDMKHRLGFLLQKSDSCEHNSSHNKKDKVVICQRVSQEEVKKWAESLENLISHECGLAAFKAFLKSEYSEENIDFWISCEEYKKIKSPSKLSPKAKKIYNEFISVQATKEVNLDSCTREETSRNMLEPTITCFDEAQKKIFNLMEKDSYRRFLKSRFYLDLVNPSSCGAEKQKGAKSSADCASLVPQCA
hERG protect: hERG rescue from dofetilide block, primary screen, cell-based, CHO-hERG, FluxOR thallium flux, dofetilide IC70; dofetilide IC70 present; activation (rescue from dofetilide block), less the hit threshold, % at 10 µM; actives 0.51% (n = 310,000);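 active = activation above the mean of controls blocked by dofetilide plus 5 SD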;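 note: thallium influx through hERG after potassium depolarization seen as dye fluorescence rise; in these data hits start at about 4.7%; inactives centre near -7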
GSK3 alpha inh: blockers of GSK3A enzyme activity – biochemical, luminescence, cell-free homogeneous, HTS, primary screen | Glycogen synthase kinase-3 alpha (Homo sapiens), P49840 | GSK-3 alpha kinase, ADP-Glo luminescence, 60 min | inhibition, % at 10 µM | actives 0.1% (n = 320,000);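 in the data active = inhibition above about 50%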;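 note: GST-tagged GSK-3 alpha with peptide substrate and 25 µM ATP; 0% = DMSO neutral wells and 100% = GW8510 positive control wells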
Target sequence (P49840 whole entry, looked up): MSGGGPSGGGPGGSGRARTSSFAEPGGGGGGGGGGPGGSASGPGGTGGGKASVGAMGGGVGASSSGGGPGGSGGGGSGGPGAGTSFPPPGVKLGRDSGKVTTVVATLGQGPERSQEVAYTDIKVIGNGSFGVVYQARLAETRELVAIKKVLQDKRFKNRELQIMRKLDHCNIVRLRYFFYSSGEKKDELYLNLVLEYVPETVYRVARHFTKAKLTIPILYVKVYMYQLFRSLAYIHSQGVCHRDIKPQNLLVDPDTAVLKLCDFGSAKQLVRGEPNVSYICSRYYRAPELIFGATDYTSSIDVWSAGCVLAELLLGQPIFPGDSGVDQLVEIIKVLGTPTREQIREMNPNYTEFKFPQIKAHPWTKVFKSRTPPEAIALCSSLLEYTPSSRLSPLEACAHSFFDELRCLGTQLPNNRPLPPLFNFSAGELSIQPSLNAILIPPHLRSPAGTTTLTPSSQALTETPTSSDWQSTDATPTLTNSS
KCNK3 inh: human KCNK3 channel inhibitors, primary screen, CHO cells, FluxOR thallium flux, B-score; Potassium channel subfamily K member 3 (Homo sapiens), O14649; FluxOR fluorescence; hits give low values; B-score at 10 µM; actives 0.84% (n = 340,000); AID 602410, 2012;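 active = B-score under library mean minus 4 SD, starting fluorescence ratio at most library mean plus 5 SD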;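 note: more negative B-score means stronger inhibition of thallium flux through KCNK3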
KCNQ1 inh: inhibitors of human KCNQ1 channel, primary screen, cell-based, thallium flux, high-throughput; Potassium voltage-gated channel subfamily KQT member 1 (Homo sapiens), P51787; CHO-K1 KCNQ1, FluxOR thallium flux fluorescence; hits give high values; B-score at 10 µM; actives 1.3% (n = 310,000); AID 2642, 2010;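 active = compounds whose thallium flux B-score, printed positive for inhibition, exceeds three library SD while starting fluorescence stays within three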;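 note: channel opened by potassium depolarization with thallium stimulus after 20 min compound exposure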
KCNK9 inh: KCNK9 potassium channel inhibitors, primary screen, HEK293 cells, thallium flux; Potassium channel subfamily K member 9 (Homo sapiens), Q9NPC2; FluxOR thallium flux fluorescence; hits give low values; B-score at 10 µM; actives 1.2% (n = 310,000);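 active = ratio B-score over 3 SD below the library mean, with starting fluorescence within 5 SD of its mean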;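 note: negative B-score means less thallium flux so channel inhibition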
RGS4 act: RGS4 potentiators or activators, primary screen, cell-based, HEK293 M3R inducible RGS4, calcium flux; actives 0.92% (n = 310,000); carbachol calcium flux Fluo4; hits give low values; B-score at 10 µM;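 active = B-score of the integrated calcium signal more than 4 SD below the library mean, with starting fluorescence not abnormally high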;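 note: negative B-score means reduced calcium response which marks RGS4 activation or potentiation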
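Assay system: Inducible-RGS4 HEK293 cells carrying M3 receptor | Schedule: Compound preincubation 20 min at room temperature before agonist | Signal: Kinetic calcium fluorescence imaging with Fluo4-AM dye, 2 µM | Read-out basis: B score from integrated fluorescence ratio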
DYRK1A inh: rat Dyrk1A kinase inhibitors, primary screen, biochemical, single point, plate reader; inhibition, % at 12.5 µM; actives 0.43% (n = 310,000); ADP-Glo luminescence, NFATc1 peptide; AID 504441, 2011; Dual specificity tyrosine-phosphorylation-regulated kinase 1A (Rattus norvegicus), Q63470; in the data active = inhibition above about 50%;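 note: plate controls were vehicle with enzyme for no effect and no enzyme for full effect; many of its hits are not listed in these tables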
An asterisk follows results filed as active; i = inactive; / = no result given. This is a subset; rates above refer to the full screens.

structure | hERG protect | KCNQ1 act | RGS4 act | PolyA inh | DYRK1A inh | KCNK3 inh | KCNQ1 inh | GSK3 alpha inh | RGS4 block | KCNK9 inh | GSK3B inh
Cc1cccc(-n2c(C)cc(/C=N/NC(=O)c3ccc(CN4CCOCC4)cc3)c2C)c1 | -14 | i | i | i | 5 | i | i | -2 | i | i | 5
COCCC(=O)Nc1ccc2c(c1)CN(C(=O)CCSC)CC2 | -4 | i | i | i | -1 | i | i | -2 | i | i | -1
CCN1CC(CN(C)Cc2cn(-c3cccc(C)c3)nc2-c2cccc(F)c2)CC1=O (stereo not given) | -17 | i | i | i | -5 | i | i | 2 | i | i | 1
Cc1ccc(-c2nnn(CC(=O)N3c4ccccc4CCc4ccccc43)n2)cc1 | -8 | i | i | i | -3 | i | i | 0 | i | i | -18
O=C1CCCc2ccccc2N1Cc1cccc(F)c1 | -11 | i | i | i | -7 | i | i | -2 | i | i | 1
Cc1n(-c2ccccc2)c2ccc(Cl)cc2[n+]1CCO | -5 | i | i | i | -4 | i | i | -2 | i | i | -2
COc1ccc(Br)cc1C1Nc2ccccc2C(=O)N1NC(=O)c1ccncc1 (stereo not given) | -13 | i | i | i | 6 | i | i | 2 | i | i | 1
CN(c1ccccc1)c1nc(N)c([N+](=O)[O-])c(Nc2ccc(F)cc2)n1 | -11 | i | i | i | -1 | i | i | 0 | i | i | -2
COc1ccc(-c2nc3ccccc3c(C(=O)Nc3ccc(S(=O)(=O)Nc4cc(C)on4)cc3)c2C)cc1 | -11 | i | i | i | -6 | i | i | -3 | i | i | -2
COc1ccc(C2C(C#N)=C(N)Oc3c2oc(CO)cc3=O)cc1 (stereo not given) | -8 | i | i | i | 1 | i | i | 1 | i | i | 0
CCCOc1ccc(N2C(=O)CC(N3CCCC(C(=O)N4CCCC4)C3)C2=O)cc1 (stereo not given) | -7 | i | i | i | 3 | i | i | -2 | i | i | 5
O=C(Nc1ccccc1C(=O)NC(Cc1ccc(O)cc1)C(=O)O)c1ccccc1 (stereo not given) | -2 | i | i | i | 2 | i | i | -2 | i | i | 0
O=C1C=C(c2ccc3[nH]ccc3c2)CCC1 | -3 | i | i | i | 27 | i | i | 1 | i | i | -1
COc1ccc(NCc2nnc(SCC(=O)Nc3ccc(OC)cc3OC)o2)cc1 | -9 | i | i | i | -1 | i | i | 0 | i | i | 0
O=C(NCCO)c1cccc2c1-c1ccccc1C2=O | -9 | i | i | i | 4 | i | i | -3 | i | i | 3
O=C(CSc1nnc(-c2ccccc2O)o1)N1CCc2ccccc2C1 | -7 | i | i | i | -13 | i | i | 0 | i | i | -2
COc1ccccc1NC(=O)c1cc(Sc2nncn2C)nc2ccccc12 | -2 | i | i | i | 15 | i | i | 0 | i | i | 1
Nc1n[nH]c(N)c1N=Nc1ccccc1 | -4 | i | i | i | -5 | i | i | 3 | i | i | 0
COc1ccc(OCC(O)CN2CCc3ccccc3C2)cc1 (stereo not given) | -2 | i | i | i | 2 | i | i | -2 | i | i | -1
CCOC(=O)c1ccc(-c2ccc(/C=N/NC(=O)Cc3nnc(N)s3)o2)cc1 | -9 | i | i | i | 1 | i | i | -1 | i | i | 0
O=C(CCc1ccccc1)N=C1SC2CS(=O)(=O)CC2N1c1ccccc1 (stereo not given) | -4 | i | i | i | -5 | i | i | 0 | i | i | 1
Cc1[nH]c2ccccc2c1C(=O)C(=O)NCC1CCCO1 (stereo not given) | -17 | i | i | i | -1 | i | i | 0 | i | i | 0
CCOc1ccccc1N=Nc1c(C)[nH]n(C(N)=S)c1=O | -8 | i | i | i | 2 | i | i | -1 | i | i | 2
CCOC(=O)c1c(-c2ccc(-c3ccccc3)cc2)csc1NC(=O)c1cccc(N2C(=O)CCC2=O)c1 | -3 | i | i | i | 2 | i | i | -3 | i | i | 4
NC(=O)N1CCCC1C(=O)Nc1ccc(Cl)c(Cl)c1 (stereo not given) | -3 | i | i | i | 5 | i | i | -2 | i | i | -1
Cc1noc(C)c1CSc1nc2ccccc2nc1NS(=O)(=O)c1ccc(Cl)cc1 | -11 | i | i | i | -7 | i | i | -9 | i | i | 0
CCO[C@@H]1OC(C(=O)N2CCN(Cc3ccc4c(c3)OCO4)CC2)=C[C@H](c2cn(C(C)=O)c3ccccc23)[C@H]1CCCO | -13 | i | i | i | 31 | i | i | 1 | i | i | 0
CCN1C(=O)c2ccccc2S(=O)(=O)c2ccc(C(=O)NCC(OC)OC)cc21 | -3 | i | i | i | -4 | i | i | 0 | i | i | 0
Cc1cccc(NC(=O)CSc2nc3ccccc3o2)c1 | -13 | i | i | / | 7 | i | i | 0 | i | i | 4
Cc1ccc(NC(=O)c2ccco2)c(NC(=O)c2ccccc2)c1 | -3 | i | i | i | 0 | i | i | 1 | i | i | 0
Cc1ccc(-n2nc(C)c3c(C)c(CCC(=O)NCC4CCCO4)c(=O)n(C)c32)cc1 (stereo not given) | -3 | i | i | i | -4 | i | i | -2 | i | i | 0
CCSc1nnc(NC(=O)C(C(F)(F)F)C(F)(F)F)s1 | -23 | i | i | i | 1 | i | i | 0 | i | i | 0
OCCN(Cc1ccccc1)c1ncnc2sccc12 | -11 | i | i | i | 12 | i | i | 0 | i | i | /
COC(=O)CSc1ncnc2c1sc1nc3c(cc12)COC(C)(C)C3 | -4 | i | i | i | 6 | i | i | 45 | i | i | -1
Cc1ccccc1OCCC(=O)OCC(=O)NC(C)c1ccccc1 (stereo not given) | -7 | i | i | i | -3 | i | i | -2 | i | i | -4
O=C1NN=C(c2ccc(Cl)cc2)CC1c1cccc(Br)c1 (stereo not given) | -8 | i | i | i | -2 | i | i | 1 | i | i | 2
Cc1ccccc1C(=O)Nc1cccc(-c2cn3ccccc3n2)c1 | -23 | i | i | i | 2 | i | i | 0 | i | i | -2
COc1ccc2c(Cl)c(C(=O)N/N=C/c3ccc4c(c3)OCO4)sc2c1 | -6 | i | i | i | 12 | i | i | 2 | i | i | 1
CC1(C)CC2CC(C)(CN2C(=O)C23CCC(C)(C(=O)O2)C3(C)C)C1 (stereo not given) | -11 | i | i | i | -1 | i | i | 1 | i | i | -1
CCOC(=O)N1CCN(C(=O)COC(=O)CN(C)S(=O)(=O)c2ccc(NC(C)=O)cc2)CC1 | -5 | i | i | i | -10 | i | i | -1 | i | i | -1
Cc1noc(C)c1CSCC(=O)Nc1cc(S(=O)(=O)N2CCOCC2)ccc1OCC(F)(F)F | -9 | i | i | i | -11 | i | i | -1 | i | i | 3
COc1ccc(NC(=O)CNC(=O)c2c(C)nn(C)c2Cl)cc1 | 2 | i | i | i | / | i | i | / | i | i | -1
COCCN(Cc1cc2ccc(C)cc2n2nnnc12)Cc1nnnn1C(C)(C)C | -6 | i | i | i | 1 | i | i | 1 | i | i | 0
Cc1onc(-c2ccccc2Cl)c1C(=O)NCCn1c(C)cc2ccccc21 | -14 | i | i | i | -9 | i | i | 0 | i | i | 0
COc1ccccc1[C@@H]1C(c2cccc(Cl)c2)=NN(c2ccccc2)[C@H]1C(=O)N1CCOC1=O | -13 | i | i | i | -3 | i | i | 2 | i | i | 1
O=C1CC(c2ccc(F)cc2)CC2=C1C=Nc1ccccc1N2 (stereo not given) | -18 | i | i | i | / | i | i | 1 | i | i | 2
CCc1nc2ccccc2n1CC(=O)N(C(C)CC)C1CCS(=O)(=O)C1 (stereo not given) | -10 | i | i | i | 4 | i | i | 1 | i | i | /
O=C(CNc1ccc(Br)cc1)c1ccc(Br)s1 | -10 | i | i | i | -7 | i | i | 0 | i | i | 0

Part of the list above in a different format:
Results follow in this order: hERG protect, KCNQ1 act, RGS4 act, PolyA inh, DYRK1A inh, KCNK3 inh, KCNQ1 inh, GSK3 alpha inh, RGS4 block, KCNK9 inh, GSK3B inh
COc1ccc(NC(=O)CNC(=O)c2c(C)nn(C)c2Cl)cc1
  2, i, i, i, /, i, i, /, i, i, -1
COCCN(Cc1cc2ccc(C)cc2n2nnnc12)Cc1nnnn1C(C)(C)C
  -6, i, i, i, 1, i, i, 1, i, i, 0
Cc1onc(-c2ccccc2Cl)c1C(=O)NCCn1c(C)cc2ccccc21
  -14, i, i, i, -9, i, i, 0, i, i, 0
COc1ccccc1[C@@H]1C(c2cccc(Cl)c2)=NN(c2ccccc2)[C@H]1C(=O)N1CCOC1=O
  -13, i, i, i, -3, i, i, 2, i, i, 1
O=C1CC(c2ccc(F)cc2)CC2=C1C=Nc1ccccc1N2 (stereo not given)
  -18, i, i, i, /, i, i, 1, i, i, 2

Carrying on:
structure | hERG protect | KCNQ1 act | RGS4 act | PolyA inh | DYRK1A inh | KCNK3 inh | KCNQ1 inh | GSK3 alpha inh | RGS4 block | KCNK9 inh | GSK3B inh
CCn1c(SCc2nc3scc(-c4ccccc4)c3c(=O)[nH]2)nnc1-c1ccc(Cl)cc1 | -1 | i | i | i | 1 | i | i | 0 | i | i | -4
Cc1cc(C)n2c(SCC(=O)NCc3ccc4c(c3)OCO4)nnc2n1 | -17 | i | i | i | -1 | i | i | -4 | i | i | -5
COc1cccc(/C=N/NC(=O)c2c(C)nc3ccc(Br)cn23)c1O | -14 | i | i | i | 4 | i | i | 0 | i | i | 3
COc1ccc(-c2csc(NC(=O)C3=COCCO3)n2)c(OC)c1 | -7 | i | i | i | 3 | i | i | -1 | i | i | 2
O=C(NCCCN1CCOCC1)c1onc(CSc2ccccn2)c1C(=O)NCCCN1CCOCC1 | -6 | i | i | / | 38 | i | i | -4 | i | i | 2
